Screens: PubChem, several laboratories
LYP phosphatase: inhibitors of LYP phosphatase, biochemical, fluorescence intensity, uHTS (AID 1779). one-dose inhibition, % at 11.5 µM; IC50 in µM for titrated hits. recombinant LYP phosphatase, fluorescence intensity; higher % means a stronger effect. 290,000 tested, 0.054% active;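 further: plate controls were vehicle with enzyme for no effect and no enzyme for full effect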
PMI inhibitors: inhibitors of human PMI, primary screen, biochemical, fluorescence intensity, coupled assay (AID 1209); purified PMI enzyme, coupled fluorescence intensity; higher % means a stronger effect; inhibition, % at 20 µM, or IC50 in µM where a hit was titrated; 190,000 tested, 0.42% active;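 further: plate controls were DMSO vehicle for no effect and wells lacking substrate for full effect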
AID2073: disruptors of CaV2.2 binding to Mint1 – biochemical, HTRF (AID 2073) | HTRF protein-protein interaction, Mint1-CaV2.2; higher % means a stronger effect | inhibition, % at 20 µM; hits with a dose series show IC50 in µM | 290,000 tested, 0.19% active; in the data active means inhibition mostly above about 51%, no sharp cut-off; inconclusive means no clear call, values can overlap the other calls; inactive means mostly below about 53%; further: some results filed as inactive read as strong as hits
Dynein cargo inh: dynein cargo transport inhibition; 220,000 tested, 0.47% active; 3617.4 mouse cells, GR-EGFP nuclear translocation imaging; test concentration mostly 20 µM; stimulated with dexamethasone, 1 µM; stronger effect = lower value; z-score, hits read low; AID 1381;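 active means plate z-score of nuclear minus cytoplasmic receptor signal below a set negative limit, without overly bright fluorescence or cell loss, cut at about -3.5 in these data, passing the limit was not always enough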;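 further: z-score of nuclear minus cytoplasmic ring GR-EGFP intensity difference per well; some compounds called inactive have numbers as strong as hits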
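Buffer or medium: tet-free medium with charcoal-stripped serum / Also added: dexamethasone agonist, 1.0 µM final, for 30 min / Timing: induction 48 h, compound 1 h, agonist 30 min / Measured by: high-content fluorescence imaging after fixation / Read-out: nuclear-to-cytoplasmic GR-EGFP distribution per well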
M17LAP inhibition: P. falciparum M17LAP inhibitors, primary screen, biochemical, fluorogenic H-Leu-NHMec substrate, 1536-well (AID 1619); recombinant M17LAP, H-Leu-NHMec fluorogenic kinetic assay; higher % means a stronger effect; inhibition, % at 30 µM; hits with a dose series show IC50 in µM; 220,000 tested, 0.38% active;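 active means compound inhibiting the enzyme by more than half at any dose during confirmatory dose-response retesting; inconclusive means strong single-dose inhibitors picked by rank but not retested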;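 further: plate controls were full reaction with DMSO carrier for no effect and no enzyme background for full effect; strong numbers were not always called active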
Siah-1 displacement: blockers of Siah-1 interaction with plectin peptide – biochemical, fluorescence polarization, rhodamine-plectin, uHTS, primary screen (AID 1817) | 290,000 tested, 0.02% active | one-dose displacement, % at 20 µM; IC50 in µM for titrated hits | Siah-1 / rhodamine-plectin peptide fluorescence polarization; higher % means a stronger effect;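 active means displacement of at least 50% at 20 µM, with a fluorescence ratio check between 0.3 and a set limit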;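 further: plate controls were Siah plus tracer with DMSO for no effect and tracer alone without Siah for full effect; strong numbers were not always called active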
XIAP displacement: XIAP antagonists, biochemical, IAP family, fluorescence polarization (AID 1018); XIAP BIR domain, fluorescence polarization peptide displacement; higher % means a stronger effect; displacement, % at 20 µM; hits with a dose series show IC50 in µM; 200,000 tested, 0.007% active; in the data active means displacement above about 50%; further: a part of the inactive calls stands beside numbers as strong as those of hits
M1AAP inhibition: P. falciparum M1AAP inhibitors, biochemical, fluorogenic H-Leu-NHMec substrate, 1536-well (AID 1445). inhibition, % at 30 µM, or IC50 in µM where a hit was titrated. 220,000 tested, 0.42% active. recombinant M1AAP, H-Leu-NHMec fluorogenic kinetic assay; higher % means a stronger effect;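 active means primary inhibition above the hit cutoff, then over 50% inhibition at one or more dose response concentrations, cut at about 23% in these data, passing the limit was not always enough; inconclusive means conflicting primary data, or primary hits not chosen for dose response; inactive means low primary inhibition, or under 50% at every dose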;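 further: plate controls were DMSO full reaction for no effect and no enzyme background for full effect; strong numbers were not always called active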
human PMI inhibitors: MPI inhibition at elevated mannose 6-phosphate – biochemical, fluorescence intensity, high mannose 6-phosphate, primary screen (AID 1220). one-dose inhibition, % at 20 µM; IC50 in µM for titrated hits. 190,000 tested, 0.66% active. recombinant PMI enzyme, coupled fluorescence intensity; higher % means a stronger effect
Dynein cargo inh cytoplasmic EGFP: also measured in Dynein cargo inh; calls as there; z-score; measured here: cytoplasmic GR-EGFP intensity; stronger effect = higher value
Dynein cargo inh nuclear GR-EGFP: second read-out of Dynein cargo inh, no call of its own (marks repeat the call); z-score; measured here: nuclear GR-EGFP intensity;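 lower value marks the stronger effect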
Dynein cargo inh cell count: recorded beside Dynein cargo inh, whose call it bears; z-score; measured here: cell count per field
Active calls of the source: *; ? = inconclusive; · = not tested or not shown. Unless noted, no stated cut-off is given here; in the data, active means inhibition above about 50%; inactive means the rest.

item	Compound	human PMI inhibitors	Siah-1 displacement	M17LAP inhibition	AID2073	M1AAP inhibition	LYP phosphatase
1	O=C(NCc1csc(-c2ccccc2)n1)c1cc(F)cc2c1OCOC2	·	-1%	2%	-2%	12%	-1%
2	CCC(C)C(NC(=O)OC(C)(C)C)C(=O)NC(CC(C)C)C(N)=O (stereo unspecified)	14%	2%	-6%	4%	5%	-5%
3	CCOC(=O)N1CCC(NC(=O)CN(C)S(=O)(=O)c2cc3c(cc2Cl)NC(=O)CO3)CC1	-1%	0%	4%	-6%	-2%	14%
4	Cc1cc2c(ncn2C)c(NS(=O)(=O)c2ccc(F)cc2)c1C	-7%	11%	11%	-4%	-3%	-4%
5	COc1ccc(NC(=O)/C(Cl)=C(/Cl)S(=O)(=O)Cc2ccc(C)cc2)cn1	-6%	2%	6%	-9%	7%	-7%
6	C=CCNC(=S)Nc1sc2c(c1C(N)=O)CCCC2	·	12%	11%	-32%	4%	-4%
7	COc1ccc(C2CC(C(F)(F)F)n3nc(C(=O)NCCCn4ccnc4)cc3N2)cc1OC (stereo unspecified)	4%	-2%	13%	0%	6%	-8%
8	C/C(=N/Nc1ccc(C)cc1)C1(C)N(O)C(C)(C)C(c2ccco2)=[N+]1[O-] (stereo unspecified)	-174%	-1%	1%	-3%	3%	-5%
9	O=C(c1ccc(N2C(=O)C3CC=C(Cl)CC3C2=O)cc1)N1CCOCC1 (stereo unspecified)	1%	8%	-4%	49%	5%	-2%
10	O=C1CC(=O)N(c2cccc(F)c2)N1	-16%	12%	15%	15%	8%	2%
11	Cc1cccc(N2CCN(c3nc4ccc(Cl)cc4n4cnnc34)CC2)c1C	1%	4%	2%	1%	1%	-9%
12	COc1ccc(/C=N/n2cnnc2)cc1Oc1nc(Cl)ncc1F	5%	2%	11%	0%	-1%	-5%
13	COCCN(Cc1cc2cc3c(cc2nc1Cl)OCO3)C(=O)Nc1ccc(OC)cc1	1%	0%	6%	1%	7%	-2%
14	O=C1CCCN1CN1CCCCC1	0%	7%	10%	-6%	-2%	-3%
15	CN1CCn2c1nc(N1CCCCC1)nc2=O	-16%	0%	3%	10%	1%	5%

item	XIAP displacement	Dynein cargo inh cytoplasmic EGFP	Dynein cargo inh	Dynein cargo inh nuclear GR-EGFP	Dynein cargo inh cell count	PMI inhibitors
1	·	-0.17	-0.48	-0.26	0.62	·
2	-5.8%	-0.065	-0.36	-0.23	0.15	2%
3	-5.7%	-0.26	-0.44	-0.26	0.61	2%
4	0.4%	-0.087	1.2	0.64	-1.1	-4%
5	-2.6%	2.9*	-5*	-2.5*	0.85*	-6%
6	·	-0.19	-0.85	0.2	-0.4	·
7	-1.3%	1.6	-0.89	0.038	-0.28	41%
8	-3.4%	-0.22	-0.14	0.021	-0.15	-88%
9	1.4%	-0.028	0.19	0.03	0.01	6%
10	-6.4%	-0.12	-0.29	-0.36	0.43	-26%
11	-2.7%	-0.11	1	1.7	-0.99	-9%
12	-8.4%	-0.19	1.1	0.74	-0.4	0%
13	-2.8%	0.17	0.61	0.6	0.0079	18%
14	-1.0%	-0.071	-0.39	0.045	0.53	4%
15	-7.2%	-0.26	-0.052	0.22	-0.59	3%

(more compounds)
item	Compound	human PMI inhibitors	Siah-1 displacement	M17LAP inhibition	AID2073	M1AAP inhibition	LYP phosphatase
16	CCOC(=O)Cc1csc(SCc2cc(=O)oc3cc(O)ccc23)n1	18%	-2%	-2%	4%	3%	-2%
17	COc1ccc(C(=O)Sc2nncc3ccccc23)cc1	-31%	-1%	0%	-13%	8%	-3%
18	COCCN1Cc2cccc(C(=O)Nc3ccc(-c4nc5ccccc5[nH]4)cc3)c2C1=O	-2%	3%	4%	12%	4%	0%
19	COc1ccc(Br)cc1C(=O)N/N=C/c1ccc2c(c1)n(C)c(=O)n2C	-5%	9%	-50%	?	?	-8%
20	Cc1nn(C)c2nc(-c3cccs3)cc(C(F)(F)F)c12	-6%	-3%	-15%	2%	11%	-6%
21	CCOC(=O)c1cnc(SCc2ccc(C)cc2)nc1N	12%	1%	7%	-3%	2%	-4%
22	O=C(c1ccc(F)cc1)N1CCN(c2ncccn2)CC1	1%	0%	-1%	12%	6%	-5%
23	COc1ccc(OC)c(S(=O)(=O)Nc2cccnc2)c1	5%	0%	0%	-6%	4%	-5%
24	O=C(CSc1ncccc1-c1nc2ccccc2[nH]1)Nc1ccc2c(c1)OCCO2	1%	6%	10%	-6%	8%	-3%
25	COc1ccc(NC(=O)CCN2C(=O)[C@@H]3[C@H](C2=O)[C@H]2C=C[C@@H]3C2)cc1	·	5%	15%	8%	5%	2%
26	CN1CCN(/N=C/c2ccc(Br)cc2)CC1	-1%	0%	3%	0%	-3%	-7%
27	CCOC(=O)Nc1nc(-c2ccccc2)c(C(=O)c2ccc(Cl)cc2)s1	18%	4%	4%	4%	4%	-1%
28	Cc1onc(-c2ccccc2)c1C(=O)NCc1cccs1	-6%	0%	-3%	-3%	-3%	-5%
29	CCCN1/C(=C2/SC(=S)N(CC)C2=O)C=Cc2ccccc21	-2%	1%	-1%	-3%	2%	-5%
30	COc1ccc(-c2csc3ncn(-c4ccccc4)c(=O)c23)cc1OC	0%	-3%	4%	-12%	1%	-8%

item	XIAP displacement	Dynein cargo inh cytoplasmic EGFP	Dynein cargo inh	Dynein cargo inh nuclear GR-EGFP	Dynein cargo inh cell count	PMI inhibitors
16	-7.0%	-0.12	0.32	0.15	-0.41	24%
17	-10%	-0.21	-1.6	-0.95	1.1	-35%
18	-2.4%	-0.3	-0.9	-0.68	0.38	12%
19	1.9%	-0.3	-0.15	0.026	-0.13	-11%
20	-3.7%	-0.16	-0.77	-0.6	0.81	1%
21	-4.7%	-0.1	0.18	0.53	-0.63	14%
22	-4.6%	-0.27	0.2	0.46	1	3%
23	-5.3%	-0.28	-0.67	-0.32	0.95	2%
24	-15%	-0.15	-0.31	-0.39	0.14	10%
25	·	-0.26	-0.23	-0.039	0.37	·
26	-4.7%	-0.23	-0.43	0.042	0.67	3%
27	-9.4%	-0.2	0.59	0.54	-1.4	25%
28	-5.5%	-0.37	0.93	0.3	-0.36	-1%
29	1.1%	-0.19	1	0.58	-0.76	-1%
30	-2.9%	-0.26	0.48	0.27	0.94	1%

Arranged by the number under Dynein cargo inh (lowest first): three from the list above
no. | compound | Dynein cargo inh
5 | COc1ccc(NC(=O)/C(Cl)=C(/Cl)S(=O)(=O)Cc2ccc(C)cc2)cn1 | -5*
6 | C=CCNC(=S)Nc1sc2c(c1C(N)=O)CCCC2 | -0.85
27 | CCOC(=O)Nc1nc(-c2ccccc2)c(C(=O)c2ccc(Cl)cc2)s1 | 0.59

(further entries)
item	Compound	human PMI inhibitors	Siah-1 displacement	M17LAP inhibition	AID2073	M1AAP inhibition	LYP phosphatase
31	CCCN(CC(=O)Nc1cc(C)on1)S(=O)(=O)c1cccc(C(F)(F)F)c1	9%	-1%	-4%	20%	-3%	1%
32	CC(=O)Nc1cccc(OC(=O)c2ccoc2C)c1	-7%	-2%	-1%	1%	8%	-9%
33	Cc1ccc(-c2nnc(N3CCCCC3)c3ccccc23)cc1	·	12%	15%	-6%	4%	-3%
34	C=CCC(C=C)S(=O)(=O)c1ccc(C)cc1 (stereo unspecified)	7%	2%	3%	1%	-3%	-5%
35	O=C(OC(c1ccccc1)c1nccc2ccccc12)c1cccc([N+](=O)[O-])c1 (stereo unspecified)	7%	-2%	-17%	?	5%	-8%
36	C=CCN=Cc1c(C)[nH]n(-c2ccccc2)c1=O	-10%	8%	2%	1%	10%	-7%
37	CC[C@H](C)[C@@H](C(=O)N1CCNCC1)n1cc([C@@H](N)Cc2ccc(O)cc2)nn1	-3%	4%	3%	7%	2%	-6%
38	CCS(=O)(=O)Nc1ccc(-c2ccc(NS(=O)(=O)CC)c(OC)c2)cc1OC	-22%	-7%	9%	-2%	5%	-3%
39	CCNc1ccc(C(=O)OCC(=O)NC(=O)NCC(C)C)cc1[N+](=O)[O-]	5%	-4%	4%	-3%	3%	-5%
40	Cc1ccc(C(=O)c2ccccc2C(=O)O)cc1C	-6%	6%	-7%	10%	1%	2%
41	COc1cccc(NC(=O)N2CCC(C(N)=O)(N3CCCCC3)CC2)c1	-7%	-1%	-5%	-5%	5%	1%
42	c1ccc(COCCN2CCN(CCOCc3ccccc3)CC2)cc1	3%	-2%	-1%	-3%	6%	-5%
43	Cc1cccc2cc(-c3ccccc3)c(-c3ccccc3)c[n+]12	-3%	17%	54%	-4%	9%	2%
44	O=C(COC(=O)CNC(=O)c1ccc(Cl)cc1Cl)Nc1ccc(N2CCOCC2)cc1	8%	-3%	0%	3%	0%	-1%
45	COc1ccc2nc(N=Nc3ccc(N(C)C)cc3)sc2c1	7%	1%	9%	35%	-1%	0%
46	COc1ccc2cc(CCNC(=O)C3CCCC3)c(=O)[nH]c2c1	3%	0%	-3%	-1%	1%	4%

item	XIAP displacement	Dynein cargo inh cytoplasmic EGFP	Dynein cargo inh	Dynein cargo inh nuclear GR-EGFP	Dynein cargo inh cell count	PMI inhibitors
31	-5.3%	-0.33	-1.2	-0.26	1.7	-3%
32	-7.9%	-0.2	-0.41	-0.25	0.81	-1%
33	·	-0.24	0.073	0.045	0.28	·
34	-21%	-0.0033	-0.062	0.39	0.82	8%
35	-0.6%	0.0014	2.8	2.3	-1.5	14%
36	-4.2%	-0.34	-0.79	-0.44	0.84	-8%
37	2.2%	-0.33	-0.61	-0.12	0.53	-1%
38	-12%	-0.12	-0.73	-0.085	-0.2	-19%
39	1.3%	-0.29	-0.7	0.3	-1.1	8%
40	-0.9%	-0.37	-0.87	-0.93	1.3	-6%
41	-1.1%	-0.18	0.032	0.33	-0.73	-9%
42	-4.9%	-0.15	1.6	0.54	-0.82	6%
43	-17%	-0.27	-0.46	-0.35	0.093	-4%
44	-9.0%	-0.32	0.15	0.34	-0.74	5%
45	1.5%	-0.24	-0.5	-0.79	0.15	-6%
46	-1.7%	-0.19	-0.84	-0.34	0.28	3%
